Source: PubChem BioAssay (several laboratories)
PP5 inh – PP5 phosphatase inhibitors, primary screen, biochemical, fluorescence; purified PP5c, OMFP substrate fluorescence; inhibition, % at 6.7 µM; 320,000 tested, 0.18% active; AID 1987, 2009;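 active = inhibition above the campaign's mean inhibition across all tested compounds plus 3 SD, cut at about 9.5% in these data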;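 also: 0% = DMSO only and 100% = 100 µM cantharidin control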
Target sequence (P53041 whole entry, looked up): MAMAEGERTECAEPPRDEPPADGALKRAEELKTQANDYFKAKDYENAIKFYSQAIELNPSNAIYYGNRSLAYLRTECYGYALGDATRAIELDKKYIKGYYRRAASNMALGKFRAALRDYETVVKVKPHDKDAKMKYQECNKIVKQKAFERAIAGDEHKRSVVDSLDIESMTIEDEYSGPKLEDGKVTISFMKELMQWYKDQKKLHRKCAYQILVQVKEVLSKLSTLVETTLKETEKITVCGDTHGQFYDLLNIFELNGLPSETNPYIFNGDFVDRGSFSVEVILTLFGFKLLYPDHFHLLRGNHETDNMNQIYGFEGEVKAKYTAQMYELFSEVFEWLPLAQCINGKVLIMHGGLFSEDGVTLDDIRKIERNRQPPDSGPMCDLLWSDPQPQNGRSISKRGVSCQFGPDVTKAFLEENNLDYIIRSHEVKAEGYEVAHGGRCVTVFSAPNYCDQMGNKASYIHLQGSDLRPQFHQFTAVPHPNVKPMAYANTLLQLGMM
HCV core dimer – inhibitors of HCV core protein dimerization, primary screen, biochemical, TR-FRET, high-throughput. 300,000 tested, 0.33% active. AID 1899, 2009. inhibition, % at 5 µM. TR-FRET GST/Flag-core106 dimerization, 1536-well;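 active = inhibition above the mean of all tested compounds plus 3 SD, set per screening campaign, cut at about 45% in these data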
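assay system = GST-tagged and Flag-tagged HCV core protein residues 1-106 | controls = unlabelled core106 and no-GST-core106 wells | incubation = compound-protein-antibody incubation 4 h at 22.5 °C | probe or stimulus = Eu donor and XL665 acceptor anti-tag antibodies | read-out = % inhibition based on acceptor/donor emission ratio | signal = TR-FRET 671 and 617 nm emission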
VLA-4 inh – inhibition in human VLA-4 binding assay, primary screen, VLA-4 allosteric modulator project, MLPCN library, flow cytometry, VLA-4 expressing cells; Integrin alpha-4 (Homo sapiens), P13612; ligand binding flow cytometry; inhibition, % (about 7 µM as worked out from the volumes in the protocol); 330,000 tested, 0.2% active; AID 2557, 2010; in the data active = inhibition above about 50%
GRK2 aptamer HTS – compounds blocking aptamer binding on GRK2 – biochemical, human GRK2, bead flow cytometry, HTS, primary screen. FAM-aptamer displacement from GRK2. inhibition of aptamer binding, % at 10 µM. 330,000 tested, 0.59% active. AID 488847, 2010;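 active = inhibition of aptamer binding above 40%, roughly 3 SD of noise, on plates passing a quality check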;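 also: median bead fluorescence of bound FAM aptamer so fluorescent compounds give negative values; no value below 0 was filed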
proCasp7 act – procaspase-7 activators, primary screen, counter-screen for procaspase-3 activator project, biochemical, absorbance, HTS, human; Caspase-7 (Homo sapiens), P55210; activation, % at 8.5 µM; recombinant procaspase-7, Ac-DEVD-pNA absorbance 405 nm; D23A/D198A/D206A triple mutant, cannot self-cleave; scale: DMSO 0, 5 µM enzyme 100; 330,000 tested, 0.093% active; AID 463210, 2010;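 active = percent activation above the screen-wide mean plus 3 SD, cut at about 25% in these data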
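buffer or medium = Zinc-free HEPES/NaCl buffer, pH 7.4 | material = Procaspase-7 triple mutant (PC-7 D3A) | input = 2 µM procaspase-7 mutant as dispensed | signal = Epi-absorbance of released pNA at 405 nm, two timepoints | timing = 1 h preincubation, 2 h reaction | replicates = singlicate compound testing | evaluation = % activation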
Fh CTSL1 inh – Fasciola hepatica cathepsin L1 inhibitors, primary screen, counter-screen for PFM18AAP inhibitor project, biochemical, QFRET, fluorogenic peptide substrate; recombinant F. hepatica cathepsin L1, Z-Leu-Arg-MCA fluorescence; 300,000 tested, 0.49% active; inhibition, % at 5.96 µM; AID 1906, 2009;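 active = inhibition above the mean of all tested compounds plus 3 SD, set per screening campaign, cut at about 17% in these data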;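 also: 0% = plate median of test compound wells and 100% = 1 µM Z-Phe-Ala-diazomethylketone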
procasp3 activ – activators of human procaspase-3 D3A mutant, primary screen, biochemical, absorbance, PC-3 D3A mutant, single concentration; Caspase-3 (Homo sapiens), P42574; recombinant procaspase-3 D3A, Ac-DEVD-pNA absorbance 405 nm; activation, % at 8.5 µM; 330,000 tested, 0.11% active;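 active = activation above the mean of all tested compounds plus 3 SD, cut at about 21% in these data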;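 also: 0% = DMSO alone and 100% = DMSO wells spiked with extra 5 µM PC-3 D3A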
Target sequence (P42574 whole entry D9A/D28A/D175A): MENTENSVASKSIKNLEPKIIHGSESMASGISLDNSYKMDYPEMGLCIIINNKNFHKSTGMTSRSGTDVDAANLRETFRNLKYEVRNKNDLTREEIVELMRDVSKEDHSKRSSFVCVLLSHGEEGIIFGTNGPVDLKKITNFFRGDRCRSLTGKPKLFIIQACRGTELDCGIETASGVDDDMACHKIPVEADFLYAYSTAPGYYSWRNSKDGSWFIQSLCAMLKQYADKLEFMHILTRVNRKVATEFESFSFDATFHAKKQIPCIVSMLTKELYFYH
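Test system: Procaspase-3 D3A mutant; medium: Zinc-free HEPES/NaCl buffer with 0.01% Triton X-100 at pH 7.4; reagent: DEVD-pNA substrate; doses: one concentration, 8.5 µM nominal, 0.8% DMSO; times: 1 h preincubation plus 2 h reaction at 25 °C; signal: Epi-absorbance at 405 nm of released p-nitroaniline, 0 and 120 min; replicates: singlicate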
GASC-1 inh – inhibitors of GASC-1 histone demethylase, primary screen, biochemical, fluorescence, DELFIA europium; Lysine-specific demethylase 4C (Homo sapiens), Q9H3R0; GST-JMJD2C(1-420) H3K9me3 demethylation; inhibition, % at 2.35 µM; 330,000 tested, 0.069% active;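 active = more than half of a compound's replicate wells show inhibition beyond 50%, single wells judged on their own value; inconclusive = some, but no more than half, of replicates pass 50% inhibition; inactive = no replicate passes 50% inhibition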;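 also: signal counts dimethyl H3K9 product captured on neutravidin plate; 0% = median of DMSO wells and 100% = 0.3 times that DMSO median; strong numbers were not always called active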
PP1 counter – PP1-alpha phosphatase inhibitors, primary screen, counter-screen for PP5 inhibitor project, biochemical, fluorescence, OMFP substrate, single point | Serine/threonine-protein phosphatase PP1-alpha catalytic subunit (Homo sapiens), P62136 | purified PP1alpha | inhibition, % at 6.7 µM | 320,000 tested, 0.9% active | AID 2235, 2010;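 active = inhibition above the mean inhibition of all tested compounds plus 3 SD, computed separately for each screening campaign, cut at about 15% in these data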
The depositor's hits bear a star; i = inactive; u = inconclusive; x = not tested or not shown; & = joins results of further samples. Outcome played no part in choosing rows, and some 2.6% of all compounds hit somewhere here.

SMILES	PP5 inh	HCV core dimer	VLA-4 inh	GRK2 aptamer HTS	proCasp7 act	Fh CTSL1 inh	procasp3 activ	GASC-1 inh	PP1 counter
CC1(C)N=C(c2ccc(Cl)cc2)C(=O)N1	-2.1	-3	1	0	5	-5	1	3	-6
O=C(c1cnn2c(C(F)(F)F)cc(-c3ccc4c(c3)OCO4)nc12)N1CCCCC1	1.5	4	9	1	-4	-1	6	-12	-3
Cc1ccc(CSc2nn3c(=O)c(C)nnc3s2)cc1	-0.1	-3	0	0	4	-4	6	-11	0
Nc1ncnc2c1ncn2[C@@H]1O[C@H](CO)[C@@H](O)[C@@H]1O	0.8	-8	-23	0	0	-3	-4	-1	-3
O=C(Cn1nc(Cc2cccnc2)c2ccccc2c1=O)NCC1CCCO1 (configuration not stated)	2.6	-8	11	0	3	0	1	17	-6
Cc1cccc(Cn2cc(SCC(=O)Nc3nccs3)c3ccccc32)c1	-1.1	-82	6	0	3	1	8	0	0
Cc1cccc(Nc2ccc(C(=O)O)cc2[N+](=O)[O-])c1C	0.4	3	7	1	-4	3	0	-2	5
COc1ccc(S(=O)(=O)NC(CC(=O)NC2CCCC2)c2ccco2)cc1 (configuration not stated)	0.9	7	4	0	1	1	2	6	2
O=C1CCNc2c(Cl)cc(Cl)cc21	0.2	1	7	3	9	0	-4	5	-4
Cc1ccc(NC(=O)CN(C)CC(=O)Nc2ccc(F)c(F)c2F)c(Cl)c1	1.3	-6	5	0	7	1	-4	7	2
COc1cc(C(=O)Nc2ccc(NC(=O)C(C)C)nc2)cc(OC)c1OC	0.3	3	-3	0	0	0	-4	0	-1
CCSc1ncc(Cl)c(C(=O)Nc2ccccc2F)n1	3.5	2	8	1	-2	2	7	-3	3
COC(=O)c1cc(Br)c(=O)n(-c2ccccn2)c1	2.0	-2	-1	2	-7	-2	5	-7	4
CCOc1cc(C)c(C(C)C)cc1S(=O)(=O)n1ccc(C)n1	1.7	1	3	1	0	11	4	13	1
CCOC(=O)c1nnn(-c2nonc2N)c1CN(CC)CC	-2.5	-6	17	0	-2	-2	3	-7	-1
Cc1ccnc(-n2c(C)cc(C=O)c2C)c1	1.8	-8	-11	0	8	2	3	10	0
NC1=NC(=O)C(Cc2cccc(Cl)c2)S1 (configuration not stated)	0.4	-3	-6	0	5	-1	2	-1	0
Cc1ccc(NC(=O)COc2cccc(-n3cnnn3)c2)cc1S(=O)(=O)N1CCOCC1	1.1	x	4	1	-5	x	12	-230	1
CC(C)Cn1c(N)c(C(=O)NCc2cccs2)c2nc3ccccc3nc21	2.9	0	-8	0	-7	2	9	-2	3
Cc1ccc(C2(C)NC(=O)N(CC(=O)Nc3cc(S(=O)(=O)N4CCOCC4)ccc3C)C2=O)cc1 (configuration not stated)	-0.6	0	0	5	6	-3	6	14	1
NCC(c1ccccc1Cl)c1c[nH]c2ccccc12 (configuration not stated)	-4.7	-13	3	0	0	7	0	3	-8
COc1ccc(OCc2cc(C(=O)NC(C)c3csc(C)n3)no2)c(Cl)c1 (configuration not stated)	0.7	12	8	2	-2	1	-7	1	0
CCOc1ccc(-n2nnnc2SCC(=O)Nc2ccc(NC(C)=O)cc2)cc1	1.4	-4	17	0	0	-3	5	1	4
COc1ccccc1NS(=O)(=O)c1cc([N+](=O)[O-])ccc1N/N=C/c1c(C)[nH]c2ccccc12	5.1	15	i	0	13	2	-14	24	0
CCN(CC)CCn1c2ccccc2c2nc(C)sc21	1.2	-1	7	1	0	-2	-4	21	-1
SMILES	PP5 inh	HCV core dimer	VLA-4 inh	GRK2 aptamer HTS	proCasp7 act	Fh CTSL1 inh	procasp3 activ	GASC-1 inh	PP1 counter
COc1cc(/C=C2\SC(N)=NC2=O)ccc1OCC(=O)Nc1ccccc1C	2.0	x	7	0	-7	x	9	10	12
NC(=O)c1ccc(N=Cc2c(O)ccc3ccccc23)cc1	1.7	14	-10	0	-5	-1	5	0	0
O=C(Nc1ccc(N2CCN(C(=O)c3ccco3)CC2)cc1)c1ccc(F)cc1	0.3	-1	0	0	10	0	10	1	2
Cc1ccc(-c2nc3ncccc3o2)cc1NC(=O)c1cccnc1	-0.5	-1	38	1	8	0	3	-33	0
Cc1nc2oc(C(=O)c3ccc(Br)cc3)c(N)c2c2c1COC(C)(C)C2	-0.8	-6	25	0	-6	-1	-4	6	-2
Cc1c(CC(=O)NCC(C)C)c(=O)oc2cc3c(cc12)CCC(C)(C)O3	0.5	-1	13	0	-2	5	-5	9	-1
CC1=C(C(=O)Nc2cc(C(=O)N3CCC(C)CC3)ccc2C)SCCO1	3.6	7	12	0	-2	0	8	1	2
Cc1cccc(-c2noc(CCc3ccccc3)n2)c1	-1.5	-2	1	0	-1	-4	7	-1	-2
CCOc1ccc(C(=O)NC(C)C2COc3ccccc3O2)cc1 (configuration not stated)	1.9	-1	-12	1	9	-2	8	1	1
CCOC(=O)C1(CCOc2ccccc2)CCN(Cc2ccc(COC)o2)CC1	1.8	-4	11	0	13	-1	9	4	-3
Cc1ccc2c(CC(=O)NC3CCS(=O)(=O)C3)coc2c1C (configuration not stated)	-1.2	-3	-3	0	6	-2	6	-42	1
O=C(CSCC(=O)N1CCCc2ccccc21)Nc1nc(-c2ccccc2)cs1	1.0	13	-12	0	-5	-3	7	3	6
COc1ccc(/C(C)=N/N=C2/NC(=O)CC(C(=O)O)S2)cc1F (configuration not stated)	-0.3	-4	-12	0	-4	5	-1	u	-1
NC(=O)c1ccccc1NC(=O)/C=C/c1c(Cl)cccc1Cl	6.3	-4	5	1	8	1	4	5	-2
O=C1Nc2ccc(Cl)cc2C(C#CC2CC2)(C(F)(F)F)O1 (configuration not stated)	4.6	-1	-3	0	-4	0	1	0	5
Cc1cccc(-n2nc3c(c2NC(=O)C(C)C)CS(=O)(=O)C3)c1C	-1.1	-1	8	1	-1	3	2	0	1
CCOC(=O)c1cc2cc(C)ccc2[nH]1	0.8	-5	14	4	0	2	-2	1	0
Cc1ccc(-c2nnn(CC(=O)N(c3cnc4ccccc4c3)C(C(=O)NC3CCCC3)c3ccncc3)n2)o1 (configuration not stated)	2.6	8	-14	0	-5	2	0	23	12
Cc1ccc(C(=O)NC2CCS(=O)(=O)C2)cc1S(=O)(=O)N1CCCC1 (configuration not stated)	0.7	7	12	39	4	-2	-2	-2	-1
COc1ccc(C2Nc3ccccc3C(=O)N2NC(C)=O)c(OC)c1 (configuration not stated)	-1.5	8	9	1	2	0	-4	6	-3
COC(CNC(=O)c1cn(C)c2ccc(S(=O)(=O)N(C)C3CCCCC3)cc2c1=O)OC	-3.1	2	2	2	-7	1	4	8	-5
S=C(Nc1ccc(CN2CCCCC2)cc1)Nc1cccc(Cl)c1Cl	0.0	8	0	0	-13	-2	-12	1	-4
O=C1c2ccncc2C(=O)N1C1CCCCC1	-1.0	-3	4	0	4	-1	0	9	-3
CC(c1nnc(SCC(=O)NC(=O)NCc2ccco2)n1-c1ccc(Cl)cc1)N(C)C (configuration not stated)	-2.0	6	7	4	4	-1	-7	-4&-1	-2
Cc1ccccc1-c1nnc2c3ccccc3c(C)nn12	2.9	4	-4	4	2	-1	3	-17	-3
SMILES	PP5 inh	HCV core dimer	VLA-4 inh	GRK2 aptamer HTS	proCasp7 act	Fh CTSL1 inh	procasp3 activ	GASC-1 inh	PP1 counter
COc1ccc(CC(=O)Nc2cccc(C(=O)Nc3cccc(C)c3)c2)cc1	-0.3	0	0	2	-3	4	-1	-11	3
CCCCSc1nc(C)c(CC(=O)O)c(=O)[nH]1	1.0	-3	6	0	0	0	13	2	0
C#CCOCCOCCOCCNc1nc(N2CCN(C(=O)C([C@@H](C)CC)n3cc(C(N)COC(=O)C(F)(F)F)nn3)CC2)nc(N2CCN(C(=O)C([C@@H](C)CC)n3cc(C(N)CC(C)C)nn3)CC2)n1 (some centres not stated)	3.3	-9	7	1	0	7	3	19	0
O=C(c1oc(=O)c2ccccc2c1-c1ccccc1)N1CCOCC1	0.5	-3	-4	1	-3	4	3	48	-3
Cc1ccc(S(=O)(=O)N/N=C\c2cn(-c3ccccc3)nc2-c2ccccc2)cc1	3.4	11	26	0	-11	2	-3	-2	0
c1nc2sc3c(c2c2nnnn12)CCC3	-0.1	-1	0	2	7	3	2	3	0
Cc1ccc(C(=O)CSc2nnc(-c3c[nH]c4ccccc34)o2)cc1	1.5	1	5	1	3	0	3	-13	4
Cc1cc(=O)oc2c3c(cc(OCC(=O)NC(Cc4ccc(Cl)cc4)C(=O)O)c12)OC(C)(C)CC3 (configuration not stated)	-0.1	6	22	3	-1	3	11	u	-2
C=CCNC(=S)NNC(=O)c1ccc2c(c1)OCO2	-1.2	1	2	2	7	2	0	5	3
Cc1cc(C)c(OCC(=O)OCC(=O)N(C)C2CCS(=O)(=O)C2)c(C)c1 (configuration not stated)	1.0	-7	-10	2	11	-13	-2	1	-2
O=S(=O)(NCc1ccccc1Cl)c1cccs1	-0.1	-5	0	0	4	1	3	7	0
Oc1ccccc1C(Nc1nccs1)c1ccc2cccnc2c1O (configuration not stated)	-2.7	-2	-1	1	-6	-3	1	-1	23*
COc1cc(C(c2sc3nc(C)nn3c2O)N2CC(C)CC(C)C2)cc(OC)c1OC (configuration not stated)	1.6	-1	-5	0	1	4	0	-6	-1
Cc1nonc1CC(=O)NC1CCCc2c1cnn2-c1ccc(F)cc1F (configuration not stated)	3.9	0	-1	2	6	0	2	-7	0
CCN(C(=O)COC(=O)c1cccn1C)C1CCS(=O)(=O)C1 (configuration not stated)	1.6	0	18	1	19	-2	3	-1	-3
